KCNQ2 inh – KCNQ2 channel blockers in CHO-K1 cells – cell-based, FluxOR thallium flux, B-score, primary screen (AID 2156); 20 min; hits give low values; B-score at 10 µM; hit rate 1.1% among 310,000;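 active = fluorescence ratio B-score at most minus 3 library SDs, with starting brightness B-score within 2 library SDs, cut at about -5.5 in these data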
Kir21 inh – Kir2.1 (mouse) channel inhibition; P35561; HEK293-Kir2.1, FluxOR thallium flux fluorescence; hits give low values; B-score at 10 µM; hit rate 0.85% among 310,000; AID 1672;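 active = fluorescence ratio B-score at or below minus 3 SD of library scores, with starting-brightness B-score within 2 SD, cut at about -4.2 in these data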;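 note: channel flux triggered by added potassium and thallium sulfate stimulus; B-score of peak minus minimum fluorescence over baseline after thallium stimulus; more negative B-score means stronger Kir2.1 block with less thallium influx; some compounds called inactive have numbers as strong as hits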
Target sequence (P35561 whole entry, looked up): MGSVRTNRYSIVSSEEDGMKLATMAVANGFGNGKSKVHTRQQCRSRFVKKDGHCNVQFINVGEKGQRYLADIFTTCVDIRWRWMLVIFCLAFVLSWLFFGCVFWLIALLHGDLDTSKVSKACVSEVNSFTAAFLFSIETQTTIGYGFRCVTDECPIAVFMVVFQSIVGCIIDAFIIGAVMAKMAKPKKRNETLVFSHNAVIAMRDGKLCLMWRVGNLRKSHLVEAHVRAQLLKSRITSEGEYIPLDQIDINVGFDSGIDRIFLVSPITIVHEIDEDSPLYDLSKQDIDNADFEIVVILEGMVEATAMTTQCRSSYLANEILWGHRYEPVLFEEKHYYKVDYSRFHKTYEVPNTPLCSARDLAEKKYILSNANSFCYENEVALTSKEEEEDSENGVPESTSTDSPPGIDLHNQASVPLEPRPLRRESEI
CHT inh – inhibitors of human choline transporter CHT | Q9GZV3 | CHT-expressing cells, membrane potential dye, choline response; hits give low values | B-score at 10 µM | hit rate 0.86% among 310,000 | AID 488975;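 active = B-score over 3 SD under the library average, and starting fluorescence ratio not unusually high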;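 note: choline stimulus applied at its EC90 after an EC20 pre-addition; B-score computed on integrated fluorescence ratio after choline addition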
Target sequence (Q9GZV3 whole entry, looked up): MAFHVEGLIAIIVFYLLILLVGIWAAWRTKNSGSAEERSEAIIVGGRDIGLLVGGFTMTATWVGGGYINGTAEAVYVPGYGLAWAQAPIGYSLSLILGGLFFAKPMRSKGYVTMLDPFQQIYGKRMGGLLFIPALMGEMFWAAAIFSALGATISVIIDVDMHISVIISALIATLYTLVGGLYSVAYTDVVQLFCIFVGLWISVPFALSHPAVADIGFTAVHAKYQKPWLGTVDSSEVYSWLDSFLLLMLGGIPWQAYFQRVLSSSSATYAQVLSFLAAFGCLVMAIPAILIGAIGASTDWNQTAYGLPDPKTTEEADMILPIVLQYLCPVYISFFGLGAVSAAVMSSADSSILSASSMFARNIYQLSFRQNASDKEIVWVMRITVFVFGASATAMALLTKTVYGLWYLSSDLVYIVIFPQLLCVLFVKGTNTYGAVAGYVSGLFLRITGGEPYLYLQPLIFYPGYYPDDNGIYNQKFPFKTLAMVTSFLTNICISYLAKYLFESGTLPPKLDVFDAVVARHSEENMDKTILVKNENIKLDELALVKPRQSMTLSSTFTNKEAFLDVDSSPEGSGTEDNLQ
* = called active by the depositor; i = inactive; x = not tested or not shown.

SMILES | KCNQ2 inh | Kir21 inh | CHT inh
CCN(CC(=O)Nc1c(F)cccc1F)C(=O)CCN1C(=O)C2CCCCC2C1=O (stereo unspecified) | i | -0.21 | i
CCOC(=O)C1CCCN(C(=O)c2ccc3c(=O)n(CCOC)c(=S)[nH]c3c2)C1 (stereo unspecified) | i | -0.13 | i
O=S(=O)(c1ccccc1)c1ncc(C(F)(F)F)cc1Cl | i | -0.68 | x
O=C(NCCCN1CCOCC1)c1ccc2c(c1)N(Cc1ccccc1)C(=O)c1ccccc1S2 | i | -0.27 | i
CCN(CC)CC(=O)Nc1ccc2c(c1)Nc1ccccc1CC2 | i | -5.6* | i
Cc1nc(SCC(=O)c2ccc(Cl)cc2)c([N+](=O)[O-])[nH]1 | i | 2.2 | i
COc1ccc(NC(C)=[N+](C)CCNS(=O)(=O)c2ccc(Cl)cc2)cc1Cl | i | -3.3 | i
CC(C)c1ccc(CCNC(=O)CSC(=S)N2CCCC2)cc1 | i | -2.3 | i
COc1ccc(-n2nc(C(=O)NCC(=O)N3CC(C)CC(C)C3)c3ccccc3c2=O)cc1OC (stereo unspecified) | i | 0.88 | i
Cc1ccccc1S(=O)(=O)c1c(C)cc(C)n(C(C)C)c1=O | i | -4.4* | i
COc1ccc(NS(=O)(=O)c2ccc(N3CCOCC3)c(NC(=O)c3cccc(F)c3)c2)cc1 | i | -2 | i
C=CCN1c2ccccc2[C@]23C[C@@H](C(=O)OC)N(C(=O)NC4CCCC4)C2=NC(C(=O)OC)=C(C(=O)OC)[C@H]13 | i | 1.3 | i
CC1(C)[C@H](C(=O)O)N2C(=O)C[C@H]2S1(=O)=O | i | -0.84 | i
Cn1c(OCc2cccnc2)nc2c1c(=O)n(Cc1ccccc1)c(=O)n2C | i | 0.13 | i
CSc1cccc(CN2CCCC(CO)(Cc3cccc(Cl)c3)C2)c1 (stereo unspecified) | -7* | -1.2 | i
CC(Sc1nc2c(c(=O)[nH]1)CCCC2)C(=O)Nc1ccccc1C#N (stereo unspecified) | i | -0.02 | i
Cc1cc(NC(=O)c2ccc(Br)c(S(=O)(=O)N3CCCC3)c2)no1 | i | 0.03 | i
COCCCNCCCCSc1ccc(Cl)cc1 | i | -0.09 | i
CC(C)(C)OC(=O)N[C@@H](Cc1ccccc1)C(=O)N1CCC(C(=O)N[C@@H](Cc2c[nH]c3ccccc23)C(=O)O)CC1 | i | 1.5 | i
Cc1noc(NS(=O)(=O)c2ccc(N3CC(O)=C(c4ccccc4)C3=N)cc2)c1C | i | -0.76 | i
Cc1ccc(-c2cc(C(=O)N3CCN(C(=O)c4ccco4)CC3)[nH]n2)c(C)c1 | i | 0.73 | i
CCC(C(=O)NC1CCCC1)N(Cc1ccccc1Cl)C(=O)c1snc(C(N)=O)c1N (stereo unspecified) | i | -0.18 | i
CCn1cc(C(=O)O)c(=O)c2cc(F)c(N3CCN(C(=S)NC(=O)c4ccc(OC)cc4)CC3)cc21 | i | 1.4 | i
CCCCN(CCCC)S(=O)(=O)c1ccc(SCC(=O)OCC)c([N+](=O)[O-])c1 | i | -0.54 | i
O=c1[nH][nH]cc1C=Nc1cc(Cl)ccc1O | i | 0.73 | i
CCC(=O)N1N=C(c2ccc(C)o2)CC1c1ccc(Br)cc1 (stereo unspecified) | i | -1.3 | i
COc1ccc(N(CC(=O)N2CCN(c3ccc(F)cc3)CC2)S(=O)(=O)c2c(C)n[nH]c2C)cc1 | i | 1.1 | i
CN1CCN(C(=O)c2ccc(CS(=O)(=O)c3c(Cl)cccc3Cl)o2)CC1 | i | 1.3 | i
Cc1ccc(S(=O)(=O)N2CCC(N3CCCCCC3)CC2)cc1 | i | -0.78 | i
Cn1c(SCC(=O)NCc2ccccc2)nc2ccccc21 | i | -0.08 | i
O=C(CSc1n[nH]c(-c2cccs2)n1)N1CCCc2ccccc21 | i | -3.5 | i
CCN(CC(=O)Nc1cc(Cl)ccc1C)c1ncnc2sc(C)c(C)c12 | i | 0.01 | i
Cn1ccsc1=NC(=O)c1ccccc1OC(F)F | i | -0.06 | i
O=C(Nc1nc(-c2ccc(F)cc2)cs1)C1CCCO1 (stereo unspecified) | i | 0.01 | i
COc1ccc(C2=NOC(C(=O)Nc3cc(Br)ccc3O)C2)cc1OC (stereo unspecified) | i | -0.47 | i
O=C(Nc1ccon1)c1csc2ccccc12 | i | 0.97 | i
CCC1=Nc2cc(C(=O)NCC3CCCO3)ccc2Sc2ccc(Br)cc21 (stereo unspecified) | i | 0.15 | i
COc1cccc(C=Nc2ccc3c(c2)CCC3)c1O | i | 0.03 | i
Cc1c(OCC(=O)NC(Cc2ccc(Cl)cc2)C(=O)O)ccc2c3c(c(=O)oc12)CCC3 (stereo unspecified) | i | 0.31 | i
O=C(Nc1nc2ccccc2n1CCN1CCOCC1)c1ccccc1 | i | -0.11 | i
NC(=O)CSc1nc2c(sc3ccccc32)c(=O)n1CCCC(=O)NCC1CCCO1 (stereo unspecified) | i | -0.18 | i
Cn1cc(C2CC(c3ccccc3)=NN2C(=O)c2ccccc2)c2ccccc21 (stereo unspecified) | i | -0.85 | i
Cn1c(CNC(=O)Nc2ccccc2Cl)nnc1SCc1ccccc1 | i | -0.3 | i
Nc1ccccc1Sc1ccc(C(=O)c2ccccc2C(=O)O)cc1[N+](=O)[O-] | i | 0.66 | i
COc1ccc(NC(=O)C2CCC(=O)N2C(=O)OCc2ccccc2)cc1 (stereo unspecified) | i | -0.24 | i
COc1cc(O)c(C(CCN2CCOCC2)c2ccc3c(c2)OCO3)c(OC)c1 (stereo unspecified) | i | -1.1 | i
Cc1cc(C)cc(C(=O)N/N=C/c2ccoc2)c1 | i | 0.08 | i
O=C(c1ccc(CSc2ccc(Cl)cc2)cc1)N1CCOCC1 | i | 1.4 | i
O=C(COc1ccc(-c2ccccc2)cc1)N/N=C/c1cccnc1 | i | 1.1 | i
CCOc1cc(C=O)ccc1OCCn1c([N+](=O)[O-])cnc1C | i | -0.13 | i
CC1CCCCN1C(=O)CCc1nnc(Cc2c[nH]c3ccccc23)o1 (stereo unspecified) | i | -0.86 | i
CCCCOC(=O)c1ccccc1N1C(=O)C2C3CCC(C3)C2C1=O (stereo unspecified) | i | 1.1 | i
O=C(CC(c1cccs1)S(=O)(=O)c1ccccc1)c1ccc(F)cc1 (stereo unspecified) | i | 0.09 | i
CC(C)c1nnc(NC(=O)c2nc(S(=O)(=O)Cc3ccccc3)ncc2Cl)s1 | i | -1.7 | -7.7*
CC1CCCN(S(=O)(=O)c2cccc([N+](=O)[O-])c2)C1 (stereo unspecified) | i | 0.74 | i
CSC1=N/C(=C\c2ccc(Br)o2)C(=O)S1 | i | -1.4 | i
CC1CN(CCC(=O)Nc2ccccc2F)CC(C)O1 (stereo unspecified) | i | 0.75 | i
CS(=O)(=O)N1CCc2cc(C(=O)Nc3ccc(Br)cc3)ccc21 | i | 1.7 | i
COc1ccc(/C=N/NS(=O)(=O)c2ccc(C)cc2)cc1OC(=O)c1ccc(C)cc1 | i | 0.03 | i
CCn1c(SCC(=O)Nc2ccccc2C)nc2nc3c(cc2c1=O)COC(C)(C)C3 | i | -0.09 | i

Profiles as entered above.
CS(=O)(=O)N1CCc2cc(C(=O)Nc3ccc(Br)cc3)ccc21 is entered as KCNQ2 inh = i; Kir21 inh = 1.7; CHT inh = i
CC1CN(CCC(=O)Nc2ccccc2F)CC(C)O1 (stereo unspecified) is entered as KCNQ2 inh = i; Kir21 inh = 0.75; CHT inh = i

New compounds follow
SMILES | KCNQ2 inh | Kir21 inh | CHT inh
Cc1cccc(NC2=CC(=O)CC(C)(C)C2)c1C | i | -2.4 | i
Cc1ccc2[nH]c3c(NCc4ccco4)ncnc3c2c1 | i | 0.09 | i
CCOc1ccc(OCC(=O)Nc2nccs2)cc1 | i | 1.1 | i
COC(CCN(C)C)(c1ccccc1)c1ccccc1 | i | 0.45 | i
Cc1ccc[n+](-c2nc([O-])sc2/C=N/Nc2ccc([N+](=O)[O-])cc2)c1 | i | 1.1 | i
O=C(CC1SCCNC1=O)Nc1cccc([N+](=O)[O-])c1 (stereo unspecified) | i | -0.61 | i
Cc1cc(C)n2c(-c3ccccc3Cl)nnc2n1 | i | 1 | i
CCOc1ccc(-c2c(C(=O)N/N=C/C3CCCCC3)nnn2-c2nonc2N)cc1 | i | 0.08 | i
CCOc1ccc(CCNC(=O)CCC(=O)N2CCOc3ccccc32)cc1OCC | i | -0.46 | i
CCN(CC(F)(F)C(F)F)S(=O)(=O)c1ccc(NC(=O)OC)cc1 | i | 0.71 | i
O=C1CSC(c2ccccc2Br)N1c1ccc(Cl)cn1 (stereo unspecified) | i | -0.1 | i
CC(C)c1ccc(S(=O)(=O)/N=C2\C=C(NS(=O)(=O)c3ccccc3)C(=O)c3ccccc32)cc1 | i | -3 | -10*
CCOc1cc(C2C(C(=O)OC(C)C)=C(C)NC3=C2C(=O)CCC3)cc([N+](=O)[O-])c1O (stereo unspecified) | i | -0.27 | i
CC(=O)NC(Cc1c[nH]c2ccccc12)C(=O)O (stereo unspecified) | i | 0.65 | i
COc1ccc(C2CCCN2C(=O)c2cccs2)cc1 (stereo unspecified) | i | -0.06 | i
O=C(Oc1cccc2cccnc12)c1cccc(-n2cnnn2)c1 | i | 0.5 | i
Fc1ccc2c(c1)C1OCCCC1C(c1ccccc1)N2 (stereo unspecified) | i | -0.7 | i
COc1ccc(OC)c(NC(=O)CCN2CCN(Cc3ccccc3)CC2)c1 | i | 0.4 | i
O=C(O)C(CCCCN1C(=O)c2ccccc2C1=O)N1C(=O)c2ccccc2C1=O (stereo unspecified) | i | 0.01 | i
COc1ccc(CCNc2nc(C)cc(=O)[nH]2)cc1OC | i | 0.76 | i
Cn1c(NC(=O)c2ccc(S(=O)(=O)N3CCCCC3)cc2)cc(=O)n(C)c1=O | i | 1.4 | i
Cc1ccsc1/C=C1/SC(N2CCOCC2)=NC1=O | i | 2 | i
O=C(NCc1ccccn1)C1CCC(=O)N(Cc2ccc(Cl)cc2)C1 (stereo unspecified) | i | 0.2 | i
CCC(C(=O)Nc1ccncc1)c1ccccc1 (stereo unspecified) | i | -0.42 | i
CC(C)(C)c1nc2scc(-c3ccc(Cl)cc3)c2c(=O)o1 | i | 2.5 | i
OCCN1CCN(C(=S)c2ccc(Cl)c(Cl)c2)CC1 | i | 0.16 | i
Cc1cc(C)nc(SCCN2CCCCC2)n1 | i | 0.51 | i
COc1ccc(Nc2nc(C(=O)NCc3ccco3)cs2)cc1 | i | 0.62 | i
Cc1c(-n2c(SCC(=O)NC(C)C(C)C)nc3ccccc3c2=O)c(=O)n(-c2ccccc2)n1C (stereo unspecified) | i | -0.89 | i
CCn1c(CSc2nc3ccccc3s2)n[nH]c1=S | i | -0.37 | i
O=C1CCCN1CCC1CCCCN1Cc1nc(COc2ccccc2)no1 (stereo unspecified) | i | 0.72 | i
c1cc2nnnn2nc1N1CCCCC1 | i | -0.07 | i
COc1cc2c(cc1OC)C(/C(C#N)=N\O)=NC(C)(C)C2 | i | -1.9 | i
O=C(Nc1ccccc1Cl)c1ccccc1Oc1ccc(C(F)(F)F)cc1[N+](=O)[O-] | i | 1.2 | i
CCCCn1c(N)c(N(Cc2ccccc2OC)C(=O)COc2ccc(F)cc2Cl)c(=O)[nH]c1=O | i | 0.11 | i
Cc1cc(C)c(C)c(S(=O)(=O)N2CCN(CC(=O)Nc3ccc([N+](=O)[O-])cc3)CC2)c1C | i | -0.94 | i
CC1CCc2c(sc(NC(=O)c3ccco3)c2C(=O)O)C1 (stereo unspecified) | i | 0.07 | i
CCCn1nnnc1SCC(=O)N1CCCc2ccccc21 | i | 0.31 | i
Cc1ccc(C)c(NC(=O)c2nc(-c3ccccc3)n(-c3ccccc3)n2)c1 | i | 0.24 | i
Cc1ccc(-c2noc(CCC(=O)N(C)c3ccccc3C)n2)cc1 | i | -1.2 | i

Part of the list above, set out differently.
> Cc1c(-n2c(SCC(=O)NC(C)C(C)C)nc3ccccc3c2=O)c(=O)n(-c2ccccc2)n1C (stereo unspecified)
  KCNQ2 inh = i; Kir21 inh = -0.89; CHT inh = i
> Cc1ccc(C)c(NC(=O)c2nc(-c3ccccc3)n(-c3ccccc3)n2)c1
  KCNQ2 inh = i; Kir21 inh = 0.24; CHT inh = i

Kir21 inh, hit marks shown above.
SMILES | KCNQ2 inh | Kir21 inh | CHT inh
CCN(CC)CC(=O)Nc1ccc2c(c1)Nc1ccccc1CC2 | i | -5.6* | i
Cc1ccccc1S(=O)(=O)c1c(C)cc(C)n(C(C)C)c1=O | i | -4.4* | i

The listing picks up with the 2 entries that preceded the break.
SMILES | KCNQ2 inh | Kir21 inh | CHT inh
Cc1ccc(C)c(NC(=O)c2nc(-c3ccccc3)n(-c3ccccc3)n2)c1 | i | 0.24 | i
Cc1ccc(-c2noc(CCC(=O)N(C)c3ccccc3C)n2)cc1 | i | -1.2 | i
Fc1cccc(Cl)c1/C=N/n1c(-c2cccnc2)n[nH]c1=S | i | 1.3 | i
Brc1ccc(CSc2nnc(Cc3c[nH]c4ccccc34)o2)cc1 | i | 0.61 | i
COc1ccc(CNC(=O)c2ccc(N3CCC4(CC3)CC(c3ccc(Cl)cc3)=NO4)c(NC(=O)c3ccccc3)c2)cc1 | i | 0 | i
Cc1noc(C)c1COc1ccc(C(=O)NCCc2ccc(S(N)(=O)=O)cc2)cc1 | i | -0.75 | i
COc1cccc2c1OC[C@@H](CO)[C@H]2N(C)C(=O)Nc1ccc(Cl)cc1 | i | 0.62 | i

Screening data deposited in PubChem BioAssay by Johns Hopkins Ion Channel Center.
